POLB inh = DNA polymerase beta (human) inhibition; P06746; Pol beta primer extension/strand displacement, fluorescence kinetic; Potency, µM (titrated, usually from 114 µM), for inactives: top-dose activity change, negative = inhibition, usual class: inhibitors; actives 1.3% (n = 340,000); AID 485314; further: potency means the concentration at half of the fitted maximal effect; on the % scale 0 is the no-effect control and ±100 the full control effect
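Homogeneous kinetic assay of primer extension and strand displacement by 10 nM Pol beta, preincubated 15 min at room temperature with compound before 50 nM substrate (final) was added. Read at 0 and 10 min; four-parameter Hill fit.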
POLH inh = blocks human DNA polymerase eta activity; Q9Y253; recombinant Pol eta, fluorescent DNA replication assay; Potency, µM (doses to about 114 µM), inactives show at the top dose activity change, negative = inhibition, hits mostly inhibitors; actives 1.2% (n = 390,000); further: potency means the concentration at half of the fitted maximal effect; on the % scale 0 is the no-effect control and ±100 the full control effect
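Fluorescent replication assay: 50 nM final substrate added after a 15 min room-temperature compound preincubation with 10 nM enzyme. Signal taken at 0 min and again at 10 min.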
LDHA inh = LDHA (human) enzyme inhibition; P00338; purified LDHA, NADH/diaphorase-resazurin fluorescence; hits give low values; activity change, % (values are at about 110 or 230 µM); actives 0.15% (n = 480,000); AID 1347041; in the data active means activity change below about -30%; inconclusive means mostly about -25% to -30%;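 further: plate controls were DMSO wells for no effect and wells without enzyme for full effect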
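LDH5 2 nM; NADH 0.06 mM, pyruvate 0.2 mM; 200 mM Tris pH 7.4, EDTA, Tween-20; 5 min RT. Detection: diaphorase 0.133 mg/mL + resazurin 37 µM, fluorescence ex540/em590 at 0 and 20 min; normalized to enzyme-free and DMSO wells.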
GRP78 ERSR act = induces the endoplasmic reticulum stress response in human glioma cells. U87-MG GRP78 promoter luciferase reporter, 16 h. Potency, µM, inactives show top-dose activation, usual class: activators. actives 0.02% (n = 420,000); further: potency means the concentration at half of the fitted maximal effect; series mostly up to about 76 µM; % of control where 0% means no effect; nearly all actives have a fitted effect of over 35% in size
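Stably transfected U87-MG glioma cells carrying a GRP78-based luciferase sensor; 16 h compound incubation. Luminescence end-point read 10 min after Bright-Glo addition at room temperature.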
APE1 inh = inhibitors of human APE1 endonuclease. actives 0.35% (n = 350,000). recombinant APE1, TAMRA/BHQ-2 abasic DNA cleavage fluorescence. P27695. Potency, µM (highest dose often 65.8 µM), without a hit: at the top dose activity change, negative = inhibition, actives largely listed as inhibitors. AID 2517;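 further: potency means the concentration at half of the fitted maximal effect; plate controls were vehicle for no effect and reference inhibitor for full effect; nearly all actives have a fitted effect of over 55% in size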
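Compound pre-exposure to 0.75 nM APE1, 15 min at ambient temperature. Reaction initiated with 50 nM TAMRA/BHQ-2 THF substrate, read immediately in kinetic mode, 525 nm excitation, 598 nm emission.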
Pol iota inh = blocks human DNA polymerase iota activity; Q9UNA4; Pol iota fluorescent replication assay, 10 min; Potency, µM (top dose mostly 115 µM), for inactives: at the top dose activity, negative = inhibition, actives largely listed as inhibitors; actives 1% (n = 390,000); AID 588590; further: potency means the concentration at half of the fitted maximal effect
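Fluorescent replication assay read twice, at 0 min and 10 min after adding 50 nM (final) substrate. Enzyme (10 nM) and compounds were first incubated 15 min at room temperature; enzyme-free buffer wells were negative controls.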
Anesthetic bind = binds horse apoferritin like a general anesthetic | P02791 | apoferritin/1-aminoanthracene competitive binding, fluorescence | Potency, µM (highest dose often 77.5 µM), without a hit: at the top dose activity change, negative = displacement, most hits filed as inhibitors | actives 0.074% (n = 350,000); further: potency means the concentration at half of the fitted maximal effect; on the % scale 0 is the no-effect control and ±100 the full control effect; nearly all actives have a fitted effect of over 20% in size
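Steps: apoferritin (10 uM) was premixed with half-saturated 1-AMA in PBS, compounds were pin-transferred, plates stood 10 min at room temperature, fluorescence was read at 380/535 nm, and curves were fitted with a Hill equation.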
POLK inh = DNA polymerase kappa (human) inhibition. Q9UBT6. purified Pol kappa, fluorescent DNA synthesis assay, 10 min. actives 0.53% (n = 400,000). Potency, µM (titrated, usually from 107 µM), for inactives: at the highest dose activity, negative = inhibition, hits mostly inhibitors; further: potency means the concentration at half of the fitted maximal effect; on the % scale 0 is the no-effect control and ±100 the full control effect
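Readout: fluorescence, taken kinetically at 0 and 10 min. Conditions: 10 nM Pol kappa, 15 min RT compound preincubation, 50 nM substrate final. Controls: enzyme-free buffer wells.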
BLM inh = blocks DNA unwinding by human BLM helicase | recombinant BLM DNA unwinding, fluorescence dequenching | Potency, µM (titrated, usually from 56.1 µM), without a hit: at the top dose activity change, negative = inhibition, usual class: inhibitors | actives 0.2% (n = 350,000);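 further: potency means the concentration at half of the fitted maximal effect; plate controls were vehicle for no effect and no enzyme for full effect; nearly all actives have a fitted effect of over 35% in size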
Starred values were filed as active, the others as inactive; ? = inconclusive; . = not tested or not shown; & = joins results of further samples; [ ] = remark or other dose. Unless noted, the call rests on the fitted dose curve; in most records, active means well fitted curve in the direction sought with a large enough effect; inconclusive means small, poorly fitted or top-dose-only effect, or another doubt; inactive means no such curve, though single readings can be large; an effect the other way counts as inactive or inconclusive.

The first 3 records, ahead of the listing:
item	molecule	LDHA inh	POLK inh	BLM inh	Anesthetic bind	POLB inh	Pol iota inh	APE1 inh	GRP78 ERSR act	POLH inh
1	CCOc1ccc2nc(N3CCN(C(=O)c4ccc(S(=O)(=O)CC)cc4)CC3)sc2c1	-2.4	-5.9%[60.1 µM]	3.1%	-19.2%	-1.3%	12.2%	.	-1.2%	-2.5%
2	O=C(O)c1ccc(NS(=O)(=O)c2ccc3c(c2)C(=O)c2ccccc2C3=O)cc1	29.6	-30.4%	-4.9%	-11.4%	?	?	-4.4%	1.0%	?
3	CCOC(=O)C1C(=O)OC(C)(C)C1C(C)C(=O)c1ccc(C)cc1C (stereo unspecified)	-0.5	-5.6%	-0.7%	?	-0.3%	-2.0%	-1.7%	0.5%	-5.8%

The listing, from the first entry:
item	molecule	LDHA inh	POLK inh	BLM inh	Anesthetic bind	POLB inh	Pol iota inh	APE1 inh	GRP78 ERSR act	POLH inh
1	CCOc1ccc2nc(N3CCN(C(=O)c4ccc(S(=O)(=O)CC)cc4)CC3)sc2c1	-2.4	-5.9%[60.1 µM]	3.1%	-19.2%	-1.3%	12.2%	.	-1.2%	-2.5%
2	O=C(O)c1ccc(NS(=O)(=O)c2ccc3c(c2)C(=O)c2ccccc2C3=O)cc1	29.6	-30.4%	-4.9%	-11.4%	?	?	-4.4%	1.0%	?
3	CCOC(=O)C1C(=O)OC(C)(C)C1C(C)C(=O)c1ccc(C)cc1C (stereo unspecified)	-0.5	-5.6%	-0.7%	?	-0.3%	-2.0%	-1.7%	0.5%	-5.8%
4	Cc1cc(=O)oc2c(C)c(OCC(=O)N3CCN(c4ccc(F)cc4)CC3)ccc12	1.1	5.9%	-0.8%	-23.2%	-0.4%	-10.1%	53.0%[activator]	1.1%	-16.4%
5	Cc1cc(C)cc(C(=O)N(NC(=O)Nc2ccc(Cl)cc2)C(C)(C)C)c1	-3.1	11.3%	-2.6%	-18.4%	-15.9%	-1.9%	1.9%	-6.6%	-3.4%
6	COc1ccc(S(=O)(=O)NCc2ccc3c(c2)OCO3)cc1C	-5.8	-7.8%	-3.6%	-21.3%	-14.3%	-11.0%	-3.9%	7.2%	-9.3%
7	Cc1ccccc1NC(=O)CN1C(=O)CSc2ccccc21	-3.2	-19.8%	-3.3%	3.7%	17.5%	7.1%	0.0%	1.4%	-14.7%
8	Cc1ccc(C)c(S(=O)(=O)N2CCN(C(=O)Nc3ccccc3)CC2)c1	-3.6	-15.5%	-3.5%	-6.7%	4.5%	36.1%[activator]	3.6%	-0.6%	-23.4%
9	COc1cc(OC)cc(C(=O)N2CCN(C(=O)c3ccc(-c4ccccc4)cc3)CC2)c1	-3.2	-8.6%	-5.6%	-1.2%	-14.4%	49.7%[activator]	0.1%	-2.8%	-4.5%
10	CCOC(=O)C1CCN(C(c2cccnc2)c2c(NC(=O)c3ccco3)sc(C)c2C)CC1 (stereo unspecified)	-4.2	-17.0%	-10.0%	-16.5%	-0.3%	0.0%	0.0%	-3.0%	?
11	O=C(O)Cn1nc2c3c(cccc3c1=O)-c1ccccc1-2	0.0	-20.9%	-2.1%	-0.6%	-20.1%	-13.1%	32.8%	-1.6%	0.5%
12	COc1ccc(OCCn2c(CCNC(=O)C3CCCCC3)nc3ccccc32)cc1	-3.4	-4.2%	.	.	.	13.9%	.	-2.1%	.
13	Cc1cc(N(CN2CCCC2=O)C(=O)c2ccc(F)cc2)no1	0.0	-5.0%	-0.8%	-5.3%	24.5%	17.6%	14.2%	2.5%	-5.1%
14	Cc1cc(NCc2ccccc2)c2ccccc2n1	-2.0	7.7%	3.3%	-10.1%	-16.5%	6.5%	4.3%	-4.7%	-20.6%
15	O=c1c(NCc2cccs2)nccn1-c1ccc(F)cc1	-4.4	-2.5%	-1.2%	-14.8%	1.4%	6.2%	.	3.0%	-5.6%
16	O=C(Cc1ccccc1)Nc1sc2c(c1C(=O)Nc1ccc(Cl)cc1)CCCC2	-3.7&-1.1	5.6%	-6.2%	-4.5%	29.8%	-11.4%	.	-3.3%	-3.6%
17	C1CCN(c2nc3nonc3nc2N2CCCCC2)CC1	-4.0	-15.2%	-1.9%	?	4.8%	4.3%	-1.7%	-5.9%	-19.3%
18	CCOC(=O)NC(=O)COC(=O)Cc1cc(OC)c(OC)c(OC)c1	0.1	-4.1%	-2.9%	-1.2%	-6.2%	9.0%	-1.2%	-4.7%	-6.0%
19	O=S(=O)(Nc1ncccn1)c1ccc(NC(=S)N2CCN(c3cccc(C(F)(F)F)c3)CC2)cc1	-5.7	-20.8%	.	.	.	9.4%	.	-7.3%	-8.3%
20	CCN(C(=O)COC(=O)CCC(=O)c1cccs1)c1ccccc1	-9.2	-4.9%	.	.	.	17.0%	1.6%	0.3%	-5.5%
21	CCN(CC)S(=O)(=O)c1ccc(NC(=O)Cn2ncc3c([nH]c4ccccc43)c2=O)cc1	-3.9	-1.0%	2.6%	0.6%	3.6%	19.3%	.	-5.6%	-16.1%
22	CN1CCN(C(=S)NC(=O)/C=C/c2cccc3ccccc23)CC1	0.7	-3.5%	-5.4%	-19.4%	22.1%	23.4%	-1.6%	-3.7%	-7.3%
23	Cc1ccc(OC(C)C(=O)Nc2ccccc2C(=O)NCc2cccnc2)cc1C (stereo unspecified)	1.2	-6.4%	-4.3%	-18.4%	?	19.5%	-23.0%	-6.1%	-18.9%
24	O=C(O)c1ccc(CP(=O)(c2ccccc2)c2ccccc2)cc1	-14.4	-10.6%	-0.4%	-1.1%	25.3%	-11.1%	11.5%	-4.6%	-2.7%
25	O=C(c1ccncc1)N1C2C=CC(C2)C1(C(F)(F)F)C(F)(F)F (stereo unspecified)	.	.	2.3%	-3.1%	-4.3%	.	3.1%	.	.
26	C[N+]1(CCOc2ccc([N+](=O)[O-])cc2)CCOCC1	-18.4	-11.2%	2.3%	-3.8%	3.4%	-1.2%	2.6%	-4.5%	1.8%
27	Cc1c(C2=CCN(S(=O)(=O)c3ccc(Cl)cc3)CC2)c2ccccc2n1C	-5.8	-15.7%	-5.5%	-1.8%	0.2%	13.0%	13.5%	-3.9%	-16.6%
28	COc1ccc(-c2nc(C)c(CCNC(=O)c3ccccc3Br)s2)cc1OC	-9.5	-6.1%[60.1 µM]	-1.3%	?	22.7%	-0.7%	.	-2.5%	-16.8%
29	CCCCS(=O)(=O)Nc1ccc(C(=O)NCC2CCCO2)cc1 (stereo unspecified)	-0.5	-3.6%	-3.5%	-4.2%	2.3%	29.8%	0.1%	-3.4%	-7.9%
30	COCCn1c(SCC(=O)Nc2cc(C)on2)nc2ccccc2c1=O	-15.7	-11.9%	.	.	.	0.6%	-1.9%	-0.8%	-10.3%
31	Cc1onc(-c2ccccc2Cl)c1C(=O)NCc1cccnc1	-13.3	-6.9%	-1.5%	0.7%	-5.0%	7.7%	-4.1%	1.1%	-11.8%
32	S=c1[nH]nc(-c2ccc(Br)cc2)n1-c1ccc2c(c1)OCCO2	-2.9	-4.6%	-7.4%	3.0%	8.9%	93.7%[activator]	-0.2%	-1.9%	-16.5%
33	O=C(NCc1cccc(Br)c1)c1ccc(NC(=O)N2CCCCc3ccccc32)cc1	0.5	0.0%	-6.4%	-12.7%	-1.0%	4.8%	.	-3.3%	-9.6%
34	COc1ccc(C(=O)NC(=S)N2CCCc3ccccc32)cc1OC	13.2	-12.7%	-9.6%	-17.0%	3.6%	118.0%[activator]	5.9%	3.6%	1.7%
35	COc1ccccc1C1C(C(N)=O)=C(C)Nc2nc(-c3ccc(Cl)cc3)nn21 (stereo unspecified)	0.1	-18.5%	-1.9%	-8.0%	6.8%	26.7%	2.7%	-3.0%	-9.4%
36	COCCn1c(SCC(=O)Nc2ccc(OC)cc2OC)nc2ccccc2c1=O	-2.5	?	-1.3%	-0.2%	-19.2%	-17.2%	26.4%	-4.3%	9.1%
37	COc1ccc(C(=O)N2CCC3(CC2)CN(CC(C)C)C3)cc1	.	-4.7%[60.1 µM]	3.1%	.	.	.	1.8%	-3.1%	.
38	O=C1Nc2c(c(=O)[nH]c(=O)n2-c2ccccc2)C1(Nc1ncccn1)C(F)(F)F (stereo unspecified)	-0.9	2.2%	-0.2%	3.9%	0.7%	-4.0%	-1.1%	0.3%	-13.1%
39	Cc1cc(=O)oc2c(C)c(OC(C)C(=O)NCc3ccccn3)ccc12 (stereo unspecified)	-1.6	16.6%	-3.1%	-10.5%	6.7%	39.2%[activator]	51.5%	-2.3%	-14.4%
40	Cc1cc(N2CCN(C(=O)c3ccco3)CC2)nc(-c2ccccc2)n1	-5.8	-21.9%	-2.1%	-23.3%	2.7%	6.9%	0.6%	-9.9%	3.7%
41	Cc1occc1-c1nnc(SCC(=O)N2CCCCC2)n1C	-3.4	-5.7%	.	.	.	28.5%	-5.6%	-1.7%	-12.6%
42	Cc1cc(S(=O)(=O)NCc2cccnc2)ccc1-n1cnnn1	-4.4	-1.1%	-2.3%	-13.4%	-21.1%	15.0%	-0.1%	-2.4%	-6.6%
43	COc1cccc(-c2ccc(C#N)c(SCC(=O)NCCc3cccc(Cl)c3)n2)c1	-8.2	5.3%	0.3%	-13.6%	2.9%	11.4%	-11.7%	-2.2%	2.1%
44	CCOC(=O)Cc1c(C)nc2cc(C)nn2c1C	2.5	-16.8%	1.4%	3.4%	15.5%	4.3%	1.1%	7.1%	-0.2%
45	Cc1cccc(C(=O)Nc2nnc(-c3ccc(C(C)(C)C)cc3)s2)c1	-7.9	-6.4%	-1.5%	-8.0%	1.5%	-3.4%	5.0%	-0.1%	2.8%
46	COc1ccc(N(CC(O)Cn2cnc3ccccc32)S(=O)(=O)c2ccc(C)cc2)cc1 (stereo unspecified)	1.0	-2.4%	-4.8%	-10.7%	16.6%	-8.1%	-6.5%	-5.6%	-24.3%
47	C=CCOC(=O)C1C(=O)CC(C)(O)C(C(=O)OCC=C)C1c1ccc(OC)cc1 (stereo unspecified)	-5.5	-1.9%	-0.1%	-0.8%	-17.6%	18.7%	-0.7%	-9.0%	-20.5%

Source: PubChem BioAssay

A portion of the library; rates above refer to the full screens.
